Rac1 GTP hydrolysis – MgcRacGAP GTPase-activating activity inhibitors, confirmation, biochemical, ADP Hunter fluorescence; MgcRacGAP-stimulated Rac1 GTP hydrolysis, ADP Hunter fluorescence; higher % means a stronger effect; GST-tagged Rac1 F28L mutant substrate; inhibition, % at 30 µM; hits with a dose series show IC50 in µM; hit rate 0.6% among 340,000;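 active means first-screen hits whose inhibition reached a set limit at any dose in the follow-up dose series; inconclusive means inhibition above the set first-screen limit but never retested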;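 further: fluorescence reports GDP produced by GAP-driven GTP hydrolysis; strong numbers were not always called active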
RSV CPE inhibition – inhibition of RSV-induced cytopathic effect – HEp-2 cells, primary 10 µM value included (AID 2391) | HEp-2 cells, RSV-induced CPE inhibition; higher % means a stronger effect | CPE inhibition, % at 10 µM, or IC50 in µM where a hit was titrated | hit rate 0.13% among 310,000; in the data active means a potency from the dose series; inconclusive means CPE inhibition mostly from about 23% at the one dose, without a potency; inactive means the rest, 99 in 100 with CPE inhibition below about 21%; further: strong numbers were not always called active
T cell modulator – T cell immune modulation candidate. calls only at 7 µM. hit rate 0.068% among 330,000. 2C CD8+ T cell-vesicle binding, flow cytometry; active compounds read low;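 active means response, share of CD8 T cells binding vesicles, and their 90th percentile fluorescence all below set limits, cut at about 80% in these data, passing the limit was not always enough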
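incubation = binding step 1.5 h, 37 °C, antibody labelling 20 min, ice | test system = 2C mouse CD8+ T cells | read-out basis = percent CD8+ FL2 mean versus row control | controls = Peptide-free naked vesicles (low) and QL9 vesicles with 0.7% DMSO vehicle (high) | detection = flow cytometry of vesicle-bound cells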
West Nile antiviral – inhibition of WNV-induced cytopathic effect – cell-based, CPE readout (AID 1621) | hit rate 0.02% among 290,000 | CPE inhibition, % at 10 µM; hits with a dose series show IC50 in µM | West Nile virus-infected cells, CPE inhibition; higher % means a stronger effect; in the data active means a potency from the dose series; inconclusive means CPE inhibition mostly from about 3.7% at the one dose, without a potency; inactive means the rest, 99 in 100 with CPE inhibition below about 2.2%; further: strong numbers were not always called active
NS5 inhibitors – flavivirus cap methylation enzyme inhibition – biochemical, confirmation dose response, primary screen (AID 588689); hit rate 0.3% among 340,000; Dengue-2 NS5 methyltransferase capping enzyme assay, biochemical; higher % means a stronger effect; inhibition, % at 25 µM; hits with a dose series show IC50 in µM; in the data active means a potency from the dose series; inconclusive means inhibition above about 29% without an active follow-up result
NTR1 ag – agonists of NTR1, primary screen, imaging, U2OS cells, beta-arrestin-GFP, high content (AID 493036) | P30989 | NTR1-U2OS beta-arrestin-GFP spot imaging, agonist mode | activation, % at 20 µM | hit rate 0.17% among 330,000;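 active means activation at or above 40% of the spot to cytoplasm intensity ratio, with at least 20 cells analyzed; inconclusive means wells under 20 cells, flagged as cytotoxic or low count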;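 further: 0% = DMSO without peptide and 100% = 100 nM NTR1 peptide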
Target sequence (P30989 whole entry, looked up): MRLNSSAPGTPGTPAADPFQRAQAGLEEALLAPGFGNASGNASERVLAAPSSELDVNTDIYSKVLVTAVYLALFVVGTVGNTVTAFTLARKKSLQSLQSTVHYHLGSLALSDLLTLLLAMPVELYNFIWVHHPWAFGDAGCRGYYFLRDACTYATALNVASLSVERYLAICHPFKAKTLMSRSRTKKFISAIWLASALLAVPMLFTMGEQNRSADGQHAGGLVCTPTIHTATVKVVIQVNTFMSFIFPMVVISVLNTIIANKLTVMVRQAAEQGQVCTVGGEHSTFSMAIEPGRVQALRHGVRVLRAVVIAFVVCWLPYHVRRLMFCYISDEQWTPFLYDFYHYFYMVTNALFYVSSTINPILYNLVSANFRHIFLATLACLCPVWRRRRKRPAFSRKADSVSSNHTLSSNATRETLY
Salmonella PhoP GFP – inhibitors of PhoP regulon expression, primary screen, Salmonella Typhimurium, GFP reporter (AID 1863); S. Typhimurium PhoP-regulated promoter GFP reporter, 4 h; higher % means a stronger effect; one-dose inhibition, % at 50 µM; IC50 in µM for titrated hits; hit rate 0.16% among 300,000;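 active means inhibition over 29.93%, a cutoff 3 SD above the screen mean, later confirmed by dose response; inconclusive means inhibition over 29.93% but no dose response follow-up; inactive means inhibition at most 29.93% or unconfirmed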;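 further: 0% = low Mg2+ inducing control and 100% = high Mg2+ repressing control; strong numbers were not always called active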
Large T inhibition – TAg ATPase/helicase activity blockers – biochemical (AID 1903) | inhibition, % at 20 µM; hits with a dose series show IC50 in µM | hit rate 0.39% among 310,000 | SV40 large T antigen ATPase/helicase inhibition assay; higher % means a stronger effect; in the data active means a potency from the dose series; inconclusive means inhibition mostly from about 32% at the one dose, without a potency; inactive means the rest, 99 in 100 with inhibition below about 32%; further: strong numbers were not always called active
K1F lysis inhibition – protection from phage-mediated lysis, alamar blue read-out – E. coli UTI89, K1F phage, bacterial capsule biogenesis inhibitors (AID 488966); E. coli UTI89 K1F phage lysis, alamar blue, 2 h; higher % means a stronger effect; hit rate 0.02% among 340,000; inhibition, % at 100 µM; hits with a dose series show IC50 in µM;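 active means phage lysis inhibition, versus mean bacterial control, above a set limit; inconclusive means no clear call, values can overlap the other calls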;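 further: capsule biogenesis inhibitors block K1F phage lysis so surviving cells raise fluorescence; higher fluorescence means more inhibition of phage lysis; actives were called in the ten point dose series up to 300 µM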
T cell modulator vesicle-bound % – also measured in T cell modulator; calls as there; double positive events, %; measured here: CD8+ vesicle-bound cell fraction;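 binding gate set so that unloaded-vesicle control wells show 10% double positive cells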
NTR1 ag cell count 20 µM – also measured in NTR1 ag; calls as there; cell count; measured here: cell count, cytotoxicity flag
NS5 inhibitors pilot replicate – also measured in NS5 inhibitors; calls as there; inhibition, %; measured here: pilot screen replicate inhibition
* marks the source's active call; other numbers are inactive results; i = inactive; ? = inconclusive; . = no result given; [ ] = dose if it differs, or a comment.

SMILES	Rac1 GTP hydrolysis	RSV CPE inhibition	T cell modulator	T cell modulator vesicle-bound %	West Nile antiviral	NS5 inhibitors	NTR1 ag	NTR1 ag cell count 20 µM	Salmonella PhoP GFP	Large T inhibition	K1F lysis inhibition	others
Cc1[nH]n(-c2ccccc2)c(=O)c1C(=O)Nc1ccccc1	4%	5.3%	i	38	-0.2%	-4%	0.2	60	2%	16%	-0.9%
NNC(=O)C1CC1(c1ccccc1)c1ccccc1 (stereo not given)	5%	1.0%	i	35	-0.3%	-12%	1.6	42	11%	5%	1.5%
Cc1ccc(C)c(Nc2nc(-c3cccnc3)cs2)c1	5%	?	i	32	-0.5%	-5%	4.0	91	11%	4%	0.3%
Cc1cccc(C)c1NC(=O)c1cccnc1	1%	0.8%	i	56	-0.2%	-8%	2.1	49	-2%	2%	-0.6%
COC(=O)C(C)Sc1nc2c(cnn2-c2ccc(Cl)cc2)c(=O)[nH]1 (stereo not given)	-2%	1.7%	i	42	0.4%	1%	3.2	68	4%	3%	0.0%
Cc1ccc(S(=O)(=O)N(C)C)cc1NC(=S)NNC(=O)C1CC1	4%	1.1%	i	49	0.2%	-2%	1.8	72	0%	8%	1.1%[50 µM]
CCN(C[C@H]1N[C@@](Cc2ccccc2)(C(=O)OC)[C@H]2C(=O)N(C)C(=O)[C@@H]12)C(=O)Nc1ccccc1	10%	.	i	16	.	1%	-0.2	60	.	.	0.8%	NS5 inhibitors pilot replicate=-4.0
Cc1nnc(Sc2cc(C(=O)NCCCN(C)Cc3ccccc3)c3ccccc3n2)s1	14%	-0.4%	i	17	3.1%	1%	-0.4	30	2%	16%	5.3%
CCSc1nnc(NC(=O)C2C3C=CC(C3)C2C(=O)O)s1 (stereo not given)	12%	1.3%	i	12	-0.3%	-6%	0.9	62	16%	7%	0.3%
Cc1cc2cc(CNC(=O)c3ccc(S(=O)(=O)N4CCCCC4)cc3)ccc2n1C	7%	3.1%	i	37	-0.1%	-1%	1.8	63	22%	8%	1.9%
Nc1ccccc1Nc1cc(-c2cccc(Cl)c2)nn1-c1ccccc1	9%	20%	i	45	-0.1%	-1%	8.5	67	11%	13%	-1.6%[50 µM]
N#C/C(=C\c1cc([N+](=O)[O-])c(N2CCOCC2)cc1N1CCOCC1)c1nc2ccccc2[nH]1	6%	15%	i	33	0.1%	-5%	6.2	56	0%	8%	1.2%
Cc1cccc(NC(=O)CCSc2ccccc2)c1C	-13%	0.1%	i	39	0.8%	-2%	-1.4	75	-10%	-3%	0.2%
CN(Cc1ccccc1)C(=O)c1ccc(COc2ccccc2)cc1	13%	?	i	64	-1.4%	-1%	3.6	49	2%	4%	-0.1%
CCN(CC(=O)Nc1ccc(OC)cc1)C(=O)c1cc2c(s1)CCCCC2	10%	16%	i	22	.	3%	-0.5	37	-3%	14%	0.4%[50 µM]
COc1ccc(N2CCN(C(=O)C3CCN(S(=O)(=O)c4ccc(C)cc4)CC3)CC2)cc1	24%	1.4%	i	58	-0.4%	7%	0.3	45	24%	27%	1.9%
COC(=O)c1ccc(CSc2n[nH]c(=S)s2)o1	5%	2.2%	i	46	-0.2%	-14%	0.9	62	-18%	11%	0.4%
CCNS(=O)(=O)c1ccc(CCC(=O)NCCc2ccc(OC)cc2)cc1	2%	1.8%	i	40	-1.0%	6%	-0.4	38	9%	5%	2.3%
COc1ccc(/C=C/C(=O)NC(=S)NNC(=O)c2cccnc2)cc1OC	9%	0.2%	i	39	0.4%	-8%	-0.1	74	1%	13%	0.6%
COc1cccc(-c2cc(C(=O)N3CCN(Cc4ccccc4)CC3)no2)c1	15%	1.7%	i	56	-0.1%	-2%	3.5	66	7%	-10%	5.3%
CC1(C(=O)NCc2cccnc2)CCC(=O)N1CCc1ccccc1 (stereo not given)	-4%	-0.3%	i	23	0.6%	-1%	-1.3	46	2%	1%	-0.9%
Oc1ccc(/C=N/n2cnn(Cc3ccccc3Cl)c2=S)c(O)c1	9%	8.7%	i	42	-0.3%	6%	8.6	81	32%	9%	0.3%
Cc1ccc(OCc2ccc(C(=O)N3CCOCC3)cc2)cc1C	-1%	20%	i	36	-0.8%	1%	0.9	52	-4%	-1%	0.1%
O=C(CNc1ccc(Cl)cc1)c1ccc(Br)cc1	11%	2.1%	i	58	0.9%	0%	-0.6	63	-7%	7%	0.4%
CN(C)c1nc(N)nc(CSc2nnnn2-c2ccccc2)n1	5%	0.2%	i	26	0.2%	-15%	-1.3	61	-5%	2%	3.8%
CCn1c(-c2csc(C(C)C)c2)n[nH]c1=S	17%	-1.3%	i	43	-0.6%	-7%	-0.7	60	-1%	13%	5.3%
Cc1cc(C)n(-c2ccc3nncn3n2)n1	9%	4.6%	i	66	1.1%	-4%	-0.9	22	-3%	27%	-0.1%
C=CCSc1nc2ccccc2n2cnnc12	5%	1.9%	i	32	-0.7%	-13%	3.2	75	-3%	25%	-0.2%
O=C(CCS(=O)(=O)Cc1ccccc1)Nc1nnc(C(F)(F)F)s1	-1%	7.6%	i	18	2.8%	-2%	-0.4	60	9%	8%	-0.3%
Cc1csc(N2CCN(c3cc4c(cc3Cl)nc(-c3ccncc3)n4CCCN3CCCC3)CC2)n1	3%	-3.4%	i	16	0.8%	-8%	1.8	66	8%	8%	-0.1%
Cc1ccc(C(=O)N2CCNC(=O)C2CC(=O)Nc2ccc(F)cc2)cc1C (stereo not given)	4%	-0.5%	i	38	-0.5%	-6%	-0.8	74	-2%	12%	0.2%
Fc1cnc(N2CCOCC2)nc1N1CCOCC1	13%	1.5%	i	6	0.9%	.	1.9	36	3%	4%	0.1%
COc1cc(-c2csc(NC3CCCCC3)n2)cc(OC)c1OC	9%	7.5%	i	35	-0.7%	1%	1.8	52	2%	9%	0.1%
Cc1ccc(C2CC2c2n[nH]c(=S)n2-c2cccc(C)c2)cc1 (stereo not given)	4%	-1.4%	i	41	-0.7%	-10%	2.6	67	5%	11%	-0.4%
CCOC(=O)C1CCCN(C2CCN(Cc3nc(Cc4ccccc4)no3)CC2)C1 (stereo not given)	-4%	-1.4%	i	51	0.6%	-7%	1.1	69	1%	7%	0.6%
COCCCn1c(SCC(=O)NC2CCCCC2)nc2ccccc2c1=O	7%	0.5%	i	24	-0.3%	-3%	1.4	53	-2%	4%	0.0%
O=[N+]([O-])c1cccc(C(=S)N2CCN(c3ccc(F)cc3)CC2)c1	5%	2.2%	i	65	0.4%	4%	2.9	49	2%	3%	-0.9%
CC(=O)Nc1ccc(S(=O)(=O)Nc2nc3ccccc3nc2Cl)cc1	9%	1.5%	i	25	0.1%	4%	-0.5	90	0%	7%	0.2%
COc1cc(C=O)ccc1OC(=O)c1cccnc1	7%	0.3%	i	57	0.2%	-12%	0.2	41	2%	9%	0.2%
O=C(NC1CCCc2c1cnn2-c1cc(F)cc(F)c1)c1ccc[n+]([O-])c1 (stereo not given)	4%	2.2%	i	70	-0.4%	-5%	0.9	60	1%	12%	0.4%
CSc1ccccc1NC(=S)Nc1cc(C)cc(C)c1	9%	-0.2%	i	33	-0.1%	-2%	-0.4	48	-4%	5%	2.2%
Cc1ccc(C(C)n2cc(C(=O)NCc3ccncc3)nn2)cc1 (stereo not given)	5%	1.9%	i	37	-0.7%	2%	-1.6	65	4%	7%	0.6%
O=C(c1ccc([N+](=O)[O-])o1)N1CCN(Cc2ccccc2)CC1	-17%	4.2%	i	62	0.2%	3%	3.7	49	1%	6%	-3.0%
CC12CC3CC(C)(C1)CC(C(=O)NNC(=O)c1ccncc1)(C3)C2	5%	-0.3%	i	71	-0.8%	-10%	1.6	54	9%	1%	0.2%[50 µM]
COc1ccc(OC)c2c(C)cc(N3CCN(C(=O)c4ccc(F)cc4)CC3)nc12	3%	7.1%	i	4	0.5%	8%	4.2	65	9%	12%	0.0%
COc1ccc(C2CC(C(F)(F)F)n3nc(C(=O)O)cc3N2)cc1OC (stereo not given)	4%	3.0%	i	41	-0.1%	7%	-1.3	103	5%	18%	0.2%	NS5 inhibitors pilot replicate=-2.3
Cc1ccc(-n2ncc3c2CCCC3NC(=O)CCc2cnccn2)cc1C (stereo not given)	9%	5.5%	i	60	0.1%	3%	1.1	59	-3%	7%	0.1%
C=C(C)COc1ccc(-c2[nH]ncc2-c2ccc(OC)cc2)c(O)c1	14%	46%	i	24	-0.5%	-12%	34	67	-12%	12%	-0.2%
Cn1c(=O)n(C)c2cc(NC(=O)COc3ccc(F)cc3)ccc21	4%	2.9%	i	55	1.3%	-2%	-0.6	55	-5%	-3%	0.7%
O=S(=O)(c1ccc2c(c1)OCCO2)N1CCC(n2nnc3cc(C(F)(F)F)ccc32)CC1	-6%	1.6%	i	31	1.7%	0%	1.5	64	10%	-3%	0.1%

(further entries)
SMILES	Rac1 GTP hydrolysis	RSV CPE inhibition	T cell modulator	T cell modulator vesicle-bound %	West Nile antiviral	NS5 inhibitors	NTR1 ag	NTR1 ag cell count 20 µM	Salmonella PhoP GFP	Large T inhibition	K1F lysis inhibition	others
CCc1nc2sc3ccccc3c(=O)c2c(=O)n1Cc1ccc(OC)cc1	6%	53%	i	21	-0.7%	-10%	2.0	45	-9%	5%	-1.9%
CN(C)S(=O)(=O)c1ccc2oc(SCC(=O)c3c(N)n(C4CC4)c(=O)[nH]c3=O)nc2c1	2%	-0.4%	i	46	.	-10%	5.0	59	.	.	0.5%[50 µM]
Cc1cccc(OCC(=O)NNC(=O)CCCCC(=O)NNC(=O)COc2cccc(C)c2)c1	3%	1.8%	i	11	0.3%	1%	2.3	44	3%	4%	1.2%[50 µM]
COc1ccc(CNC(=O)CCc2nc(-c3ccccc3F)no2)c(OC)c1	5%	1.3%	i	34	0.0%	0%	-1.4	62	7%	-1%	0.2%
COCCNC(=S)N1CCN(C(c2ccccc2)c2ccccc2)CC1	9%	1.9%	i	62	-0.5%	1%	0.5	20	8%	-4%	0.5%[50 µM]
